Screens from PubChem.
bovine MsrA act = activates bovine MsrA enzyme; AID 602163; 0.3% of 360,000 active; activation, % at 10.6 µM; purified bovine MsrA, absorbance read-out; in the data active = activation above about 7.5%;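 note: 0% = vehicle and 100% = reference activator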
SKN-1 inh = C. elegans SKN-1 inhibition; inhibition, % at 21.8 µM; 0.49% of 360,000 active; C. elegans VP596 Pgst-4::GFP/RFP ratio, acrylamide-induced, 24 h; AID 624304;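 active = interference check ratio from 0.5 to 1.5 plus GFP to RFP signal ratio inhibition reaching or exceeding a fixed threshold, cut at about 30% in these data, passing the limit was not always enough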; note: some compounds called inactive have numbers as strong as hits
MsrA inhibitor = inhibits bovine methionine sulfoxide reductase A. purified bovine MsrA, absorbance read-out. inhibition, % at 15.5 µM. 0.75% of 360,000 active. AID 651718; in the data active = inhibition above about 4.5%;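 note: 0% = vehicle wells with enzyme and 100% = reference inhibitor wells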
E coli Lon inh = E. coli protease La inhibition; purified E. coli Lon protease, fluorescence polarization; 0.42% of 360,000 active; AID 602123; inhibition, % at 7.94 µM; P0A9M0; in the data active = inhibition above about 13%, passing the limit was not always enough;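 note: 0% = enzyme with probe and DMSO and 100% = no enzyme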
Target sequence (P0A9M0 whole entry, looked up): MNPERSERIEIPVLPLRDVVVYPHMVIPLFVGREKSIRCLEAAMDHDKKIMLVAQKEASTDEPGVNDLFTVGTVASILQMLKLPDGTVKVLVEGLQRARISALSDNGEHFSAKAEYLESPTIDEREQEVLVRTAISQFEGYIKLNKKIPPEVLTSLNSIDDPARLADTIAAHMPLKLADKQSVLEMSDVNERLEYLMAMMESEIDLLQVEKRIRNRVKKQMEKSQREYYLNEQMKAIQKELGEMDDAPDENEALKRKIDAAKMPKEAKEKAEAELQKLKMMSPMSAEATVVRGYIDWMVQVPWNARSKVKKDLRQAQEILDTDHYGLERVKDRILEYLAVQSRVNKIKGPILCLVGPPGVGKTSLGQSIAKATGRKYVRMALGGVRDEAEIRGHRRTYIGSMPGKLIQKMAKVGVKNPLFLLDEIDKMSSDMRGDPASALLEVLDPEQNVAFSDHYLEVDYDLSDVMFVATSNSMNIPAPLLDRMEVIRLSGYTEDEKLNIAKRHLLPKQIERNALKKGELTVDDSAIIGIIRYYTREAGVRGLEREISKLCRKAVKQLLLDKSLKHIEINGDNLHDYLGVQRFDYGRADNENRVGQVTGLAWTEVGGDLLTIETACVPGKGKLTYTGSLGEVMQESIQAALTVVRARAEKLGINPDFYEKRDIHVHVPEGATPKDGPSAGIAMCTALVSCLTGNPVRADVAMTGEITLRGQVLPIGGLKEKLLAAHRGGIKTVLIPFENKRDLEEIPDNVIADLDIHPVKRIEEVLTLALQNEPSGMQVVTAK
FAS TE block = blocks the thioesterase domain of human fatty acid synthase | recombinant FAS-TE, OMFH fluorogenic substrate, fluorescence endpoint | inhibition, % at 15 µM | 0.67% of 360,000 active | AID 602261;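 active = compounds whose normalised, plate-corrected inhibition of enzyme fluorescence in the single-dose primary screen is 50% or more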;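 note: 0% = DMSO with enzyme and 100% = substrate without enzyme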
MT1-MMP act inh = MT1-MMP (human) activation inhibition; P50281; HT1080 RFP-PRO-GFP cells, GFP/RFP ratio fluorescence, overnight; percent of plate control window, DMSO zero; 0.061% of 360,000 active; AID 651647; GFP/RFP ratio change, % at 20 µM;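 active = GFP/RFP ratio change of at least 30% with cell ATP level not reduced by more than half and red fluorescence within 50% of control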; note: strong numbers were not always called active
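Assay system: HT1080 cells carrying an RFP-PRO-GFP reporter | Dosing: Single dose of 20 µM compound, 1% DMSO final | Incubation: Cells overnight before dosing, compound overnight, 37 °C, 5% CO2 | Evaluation: GFP/RFP fluorescence ratio | Control set: DMSO and RFP-L50D-GFP cell wells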
Neddylation inh = inhibitors of human cullin neddylation; P61081+Q13564; TR-FRET cullin neddylation, biochemical; calls only at 25 µM; 0.58% of 360,000 active; AID 651699; in the data active = inhibition above about 36%
Rin1 Abl inh = blocks binding of human Rin1 to Abl; P00519+Q13671; 0.4% of 360,000 active; AID 588664; TR-FRET Rin1/Abl binding, biochemical; inhibition, % at 7.35 µM; in the data active = inhibition above about 5%, passing the limit was not always enough
NRP1-CendR mod = modulators of CendR peptide binding to human neuropilin-1; O14786; FAM-RPARPAR peptide binding to NRP-1, fluorescence polarization; inhibition, % at 25 µM; 0.85% of 360,000 active; AID 602438;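 active = inhibition or corrected inhibition above about 18%, plus a signal ratio from 0.5 to 1.5, limit read from the data, passing the limit was not always enough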; note: strong numbers were not always called active
* hit, by the source's call; i = inactive; x = no result given.

SMILES	bovine MsrA act	SKN-1 inh	MsrA inhibitor	E coli Lon inh	FAS TE block	MT1-MMP act inh	Neddylation inh	Rin1 Abl inh	NRP1-CendR mod
O=C(CSc1ccc(-c2ccccn2)nn1)Nc1ccc(F)cc1F	-4	6	-0.3	-4	0	3	i	-1	-9
O=C1C2CC=CCC2C(=O)N1c1ccc(NCCc2ccc(Cl)cc2)c([N+](=O)[O-])c1 (centres undefined)	-5	10	0.3	-7	11	4	i	2	-3
COc1ccccc1OCC(=O)Nc1ccc(S(=O)(=O)N2CCN(C)CC2)cc1	0	-2	1.3	6	0	2	i	4	9
COCCSc1ccccc1C(=O)NCc1ccc(S(N)(=O)=O)cc1	-3	1	-0.1	-5	-2	0	i	2	2
O=C(O)c1cn(-c2ccccc2)nc1-c1ccncc1	-2	-16	-0.8	-2	-11	-4	x	-4	4
CC(=O)Nc1ccc2c(c1)n(C)c(=O)n2C	0	18	-0.3	0	-4	3	i	-4	8
COc1ccccc1N1CCN(C(=O)CNC(=O)c2ccc(Cl)cc2Cl)CC1	-3	14	0.0	2	1	4	i	2	15
COc1ccccc1OCCCCOc1ccccc1C(C)=O	0	12	-0.1	-11	12	-1	i	-4	3
CCOc1cc(/C=C2/NC(=O)N(CC(=O)Nc3cccc(C)c3)C2=O)ccc1O	-6	-11	3.0	-7	2	-6	i	-2	-12
c1ccc2c(c1)nc(NC1CCCCC1)c1nncn12	-12	-3	1.5	-61	-3	-5	i	2	-2
O=C(Nc1ccccc1C(=O)N1CCCC1)C1CCN(c2ncccn2)CC1	0	10	-0.9	-2	-2	1	i	-1	-5
Cc1ccccc1C(=O)NNS(=O)(=O)c1ccc(F)cc1	-7	-7	0.6	-6	-4	0	i	-2	-6
O=C1N(c2ccc(Cl)cc2)C(c2ccccc2)N2CCCN12 (centres undefined)	-1	3	-0.8	-9	-2	0	i	8.3*	0
COc1ccc(OC)c(NC(=O)c2ccccc2NS(=O)(=O)c2cccc3cccnc23)c1	0	8	0.9	-4	7	3	i	0	2
CC(C)(C)NC(=O)C(c1ccncc1)N(C(=O)Cn1nnc(-c2ccc(F)cc2)n1)c1cccc(F)c1 (centres undefined)	-2	-10	0.7	-16	-4	-6	i	-1	13
Cc1ncnc(N)c1CCCNc1ccccc1	-6	-11	-1.2	-5	-7	4	i	4	10
Cc1ccc(NC(=O)CN2CCN(C)CC2)cc1Br	4	2	-0.1	-10	-7	-2	i	2	-9
Cc1ccc(-n2nnc(-c3nccn3C)n2)cc1	2	24	0.4	2	-10	0	i	2	2
Cc1noc(C)c1COC(=O)Cc1ccc(Cl)c(Cl)c1	-1	9	-0.1	-6	18	7	i	5	6
O=C(CSc1ccc(-c2ccc(F)cc2)nn1)NCc1ccco1	1	0	-0.9	-1	-4	-3	i	0	17
O=C(COC(=O)c1c2c(nc3ccccc13)/C(=C/c1cccc([N+](=O)[O-])c1)CCC2)NC1CCS(=O)(=O)C1 (centres undefined)	-10	5	4.5	5	14	-1	i	1	-2
COc1cnn(-c2ccccc2)c(=O)c1SCc1ccc(Cl)cc1Cl	-7	-26	0.6	-2	9	8	i	-2	-4
Cc1ccc(C)c(NC(=O)CSc2nc3ccc(N4C(=O)c5ccccc5C4=O)cc3s2)c1	-3	2	1.3	-3	-1	-9	i	0	-3
C[C@H]1CN([C@@H](C)CO)C(=O)CCCn2nncc2CO[C@@H]1CN(C)Cc1ccc2c(c1)OCCO2	4	-13	-0.2	-4	-5	1	i	-2	2
O=C1C2C3CCC(C3)C2C(=O)N1Cc1ccco1 (centres undefined)	-2	5	-0.2	-1	-12	7	i	1	-2

Additional records follow.
SMILES	bovine MsrA act	SKN-1 inh	MsrA inhibitor	E coli Lon inh	FAS TE block	MT1-MMP act inh	Neddylation inh	Rin1 Abl inh	NRP1-CendR mod
CC(C)N1CC(O)=C(c2nc3ccccc3[nH]2)C1=N	0	-4	1.2	3	-8	13	i	0	7
CCC[C@H]1CN(c2ccccc2)C(=O)[C@@H]1CC(=O)NC	-1	-6	1.9	-5	-10	0	i	-2	-9
CC(=O)N1CCN(C(=O)Nc2cccc(C(F)(F)F)c2)CC1	-10	7	-0.6	3	0	-1	i	0	-4
COc1ccc(C(=O)c2cnc[nH]2)cc1OC	-9	-23	0.6	3	-9	2	i	-2	24
O=C(CSc1nn(-c2ccccc2)c(=S)s1)NC1CCS(=O)(=O)C1 (centres undefined)	-6	11	0.8	-1	-4	0	i	2	7
CCOc1ccc(C(=O)C(C)OC(=O)C2CCN(c3ccc(C(F)(F)F)cn3)CC2)cc1 (centres undefined)	-1	4	2.4	-2	28	-12	i	-2	-8
O=[N+]([O-])c1ccc(NC(=S)N2CCc3ccccc32)cc1	-4	0	1.5	4	10	-1	i	-6	0
CCN(CC(=O)N1CCOCC1)S(=O)(=O)c1cc(Cl)ccc1Cl	-4	7	0.4	-5	-5	-4	i	2	11
CCC(=O)Nc1ccc(N2CCN(S(C)(=O)=O)CC2)cc1	-2	0	0.0	3	-4	4	i	-2	3
O=C1C=C(c2ccc(O)cc2)C[C@@H](c2ccc3c(c2)OCO3)C1	-8	-3	6.8*	6	10	1	i	4	7
N#CC1=C(N)Oc2n[nH]c(-c3ccncc3)c2C1c1ccsc1 (centres undefined)	-11	-5	0.5	9	-4	-2	i	0	16
NNC(=O)c1cc2ccccc2cc1NS(=O)(=O)c1ccccc1	-3	-9	0.7	-10	-2	7	i	-3	-3
O=C(NNc1c2ccccc2nc2ccccc12)c1ccccc1Cl	-2	-3	0.1	9	3	9	i	-3	6
Cc1nn(-c2ccccc2)c(Cl)c1/C=C1\SC(=S)N(C)C1=O	-5	7	-0.7	-4	24	-7	i	-1	9
NC(=O)c1ccc(NC(=O)C2CCCC2)cc1	0	3	0.4	-8	-6	2	i	0	4
CC(=O)Oc1ccc(-c2cccc(C(=O)OCC(=O)Nc3ccccc3Oc3ccccc3)c2)cc1	-11	2	-1.0	2	31	-10	i	2	8
CC1CCCCN1C(=O)Nc1cccc(Cl)c1 (centres undefined)	-4	-3	-0.8	1	-7	4	i	-1	-10
CN1N=C(c2ccc(Cl)cc2)CC(c2ccc(Cl)cc2)C1=O (centres undefined)	-8	2	-0.9	-4	37	-3	i	1	-6
COc1ccc([N+](=O)[O-])cc1NC(=O)CSc1nncn1-c1ccccc1	-5	7	3.3	-9	29	4	i	-1	2
Cc1nc2ccc(NC(=O)N(C)c3ccccc3)cc2s1	-14	-17	2.0	-12	-10	-1	i	4	-3
CCCCOC(=O)CSc1n[nH]c(=O)[nH]c1=O	-5	14	0.4	-9	-8	5	i	0	-2
C=CCOc1ccccc1/C=N/O	-2	3	2.1	-9	-8	-1	i	4	-6
COCCNC(=S)N/N=C(\C)c1ccccc1O	-5	2	1.2	6	-12	7	i	-3	2
Cc1ccc([N+](=O)[O-])cc1S(=O)(=O)Nc1cccc(S(=O)(=O)Nc2ccccc2C(=O)O)c1	0	3	0.9	-2	-3	-1	i	7	-7
CC(C)OCCCN(C)C1CCN(S(=O)(=O)c2ccc(-c3ccc(=O)[nH]n3)s2)CC1	-2	5	1.2	4	-2	0	i	-2	-4

Full records from above. Screens in order: bovine MsrA act | SKN-1 inh | MsrA inhibitor | E coli Lon inh | FAS TE block | MT1-MMP act inh | Neddylation inh | Rin1 Abl inh | NRP1-CendR mod
Shown for `CC(C)OCCCN(C)C1CCN(S(=O)(=O)c2ccc(-c3ccc(=O)[nH]n3)s2)CC1` = -2 | 5 | 1.2 | 4 | -2 | 0 | i | -2 | -4
Shown for `O=C1C=C(c2ccc(O)cc2)C[C@@H](c2ccc3c(c2)OCO3)C1` = -8 | -3 | 6.8* | 6 | 10 | 1 | i | 4 | 7

Other structures follow:
SMILES	bovine MsrA act	SKN-1 inh	MsrA inhibitor	E coli Lon inh	FAS TE block	MT1-MMP act inh	Neddylation inh	Rin1 Abl inh	NRP1-CendR mod
COc1ccc(-c2nc(CN(C)C(C)c3ccon3)c(C)o2)c(C)c1C (centres undefined)	-6	-7	0.0	5	3	1	i	6	0
O=C(COC(=O)c1ccco1)Nc1nc2ccccc2s1	0	-1	-0.6	-1	-3	0	i	-1	-2
O=C(Nc1cc(C(F)(F)F)ccc1N1CCOCC1)c1ccccc1F	-1	13	-0.7	7	18	-9	i	4	22
C#CCOc1c(Cl)cc(C2C3=C(CCCC3=O)N(CC(=O)O)C3=C2C(=O)CCC3)cc1OC	-2	5	0.8	-15	-5	-1	x	3	-2
CCOC(=O)c1cc2c(c(CCO)n1)[C@H](CCO)N(S(=O)C(C)(C)C)C2 (some centres undefined)	-2	8	0.4	3	-9	4	i	-3	-5
O=C(COC(=O)c1cnc(Cl)c(Cl)c1)NCc1cccs1	-2	3	0.6	2	21	-2	i	3	-2
O=C(CSc1ncnc2ccccc12)Nc1cccc(S(=O)(=O)N2CCOCC2)c1	1	-1	1.4	6	-7	-8	i	1	-43
COC(=O)CC(NS(=O)(=O)c1cccs1)c1cccc2ccccc12 (centres undefined)	1	-4	0.1	3	0	-2	i	0	-8
CN(C)c1ccc(C=NCC2COc3ccccc3O2)cc1 (centres undefined)	-5	-3	5.5*	-6	-6	2	i	-3	0
CCCc1[nH]n(-c2ccc(F)cc2)c(=O)c1C=Nc1cccc(F)c1	-3	-3	0.6	-4	1	-13	i	-2	4
O=C(Nc1cccnc1)c1ccccc1Oc1ccccc1	-4	5	0.3	-5	-7	-2	i	-1	-3
CC(C)CCSc1nc(N)c(C#N)cc1C#N	-4	11	3.4	3	65*	-36	i	1	-15
O=C(Cc1coc2ccc3ccccc3c12)NCc1ccccc1	-1	-6	-0.3	-1	14	-2	i	-4	-9
CCc1cc2c(NCC3CCCO3)nc(C)nc2s1 (centres undefined)	-8	11	-0.4	-11	-3	-2	i	3	10
O=C(CCS(=O)(=O)c1ccccc1)Nc1ccc(-c2nc3ccccc3s2)c(O)c1	-3	-4	0.6	-5	-5	8	i	-6	6
CCN(C(=O)CCS(=O)(=O)c1cccc2nonc12)c1ccc(C)c(C)c1	-1	22	-0.3	12	15	5	i	-1	6
OC[C@@H]1CN(Cc2ccncc2)C[C@H](n2cnc3c(N4CCOCC4)ncnc32)O1	-2	11	1.3	-6	-5	-2	i	1	-11
Cc1cccn2c(=O)nc(SCC(=O)NC3CCCC3)nc12	-4	9	1.4	-6	-3	0	i	-1	-3
Cc1noc(C)c1NC(=O)N(C)C[C@@H]1OCc2ccccc2-c2c(n(C)c3ccccc23)C(=O)N([C@H](C)CO)C[C@H]1C	-1	2	-0.3	0	-6	-2	i	-4	3
N[C@@H](Cc1cc(I)c(O)c(I)c1)C(=O)O	-14	-11	0.3	-21	-5	x	i	4	-56
Cc1ccc(C(=O)N=c2sccn2C)cc1C	4	-8	2.0	-7	0	-4	i	-3	9
C[C@H](CO)N1C[C@H](C)[C@@H](CN(C)C(=O)Nc2ccc(C(F)(F)F)cc2)Oc2c(NC(=O)C3CCCCC3)cccc2C1=O	3	-3	-1.0	1	27	1	i	0	-10
CCN1C=C(C(C)=O)C(=O)CC1	-2	-1	0.1	-5	-10	2	i	-2	0
CC(=O)Nc1ccc(NC(=O)C2CCN(S(=O)(=O)c3cccc4nonc34)CC2)cc1	-5	9	1.3	-9	-5	-1	i	-2	-9
NNC(=O)c1nc(-c2ccccc2)n2c1CCCCC2	0	9	0.7	-1	-3	-7	i	1	-1

3 compounds from above, arranged by the number in NRP1-CendR mod, low to high.
smiles | bovine MsrA act | SKN-1 inh | MsrA inhibitor | E coli Lon inh | MT1-MMP act inh | Neddylation inh | Rin1 Abl inh | NRP1-CendR mod
COc1cnn(-c2ccccc2)c(=O)c1SCc1ccc(Cl)cc1Cl | -7 | -26 | 0.6 | -2 | 8 | i | -2 | -4
CCN1C=C(C(C)=O)C(=O)CC1 | -2 | -1 | 0.1 | -5 | 2 | i | -2 | 0
O=C(Nc1cc(C(F)(F)F)ccc1N1CCOCC1)c1ccccc1F | -1 | 13 | -0.7 | 7 | -9 | i | 4 | 22
